Screening results as filed in PubChem.
ABCG2 block: ABCG2 efflux pump inhibitors, primary screen, multiplex with ABCB1, IgMXP3 cells, flow cytometry; Broad substrate specificity ATP-binding cassette transporter ABCG2 (Homo sapiens), Q9UNQ0; JC-1 efflux; inhibition, % at 6.6 µM; 190,000 tested, 0.1% active; AID 1325, 2008;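 active means inhibition above 80%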;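 further: 0% = DMSO and 100% = nicardipine control wells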
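Times: 10 min at 25 °C | Test system: Two drug-resistant human cell lines, ABCG2 and ABCB1 | Quantity: 3 million cells/mL final, two lines in 1:1 ratio | Signal: Flow cytometry, 530 nm JC-1 signal | Dosing: Compound at 6.6 µM | Controls: Nicardipine and DMSO wells | Reagent: JC-1 as fluorescent efflux pump substrate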
Bim-Bcl-XL: inhibitors of Bim-Bcl-XL binding, primary screen, biochemical, multiplexed, bead flow cytometry, human Bcl-XL; Bcl-2-like protein 1 (Homo sapiens), Q07817; Bim peptide-Bcl-XL binding, fluorescence; inhibition, % at 10 µM; 190,000 tested, 0.04% active; AID 1007, 2008
Target sequence (Q07817 whole entry, looked up): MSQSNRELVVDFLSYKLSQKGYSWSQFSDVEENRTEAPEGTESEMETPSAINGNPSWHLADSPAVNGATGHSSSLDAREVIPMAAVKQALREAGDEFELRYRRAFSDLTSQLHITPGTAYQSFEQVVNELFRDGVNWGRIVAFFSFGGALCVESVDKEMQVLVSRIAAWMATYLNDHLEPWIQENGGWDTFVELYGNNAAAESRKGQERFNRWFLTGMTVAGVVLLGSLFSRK
ABCB1 inh: ABCB1 efflux pump inhibitors, primary screen, cell-based, multiplex, flow cytometry, ABCG2 counter-screen; ATP-dependent translocase ABCB1 (Homo sapiens), P08183; CCRF-Adr cells, JC-1 efflux; inhibition, % at 6.6 µM; 190,000 tested, 0.067% active; in the data active means inhibition above about 40%;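 further: 0% = vehicle and 100% = reference inhibitor; higher value means more JC-1 retained so stronger ABCB1 efflux block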
Bim-Mcl-1: inhibitors of Bim peptide binding to Mcl-1, primary screen, biochemical, bead-based flow cytometry, multiplex. Induced myeloid leukemia cell differentiation protein Mcl-1 (Homo sapiens), Q07820. Bim peptide-Mcl-1 binding. inhibition, % at 10 µM. 190,000 tested, 0.1% active. AID 1009, 2008;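 further: 0% = no compound tracer wells and 100% = peptide blocker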
Target sequence (Q07820 whole entry, looked up): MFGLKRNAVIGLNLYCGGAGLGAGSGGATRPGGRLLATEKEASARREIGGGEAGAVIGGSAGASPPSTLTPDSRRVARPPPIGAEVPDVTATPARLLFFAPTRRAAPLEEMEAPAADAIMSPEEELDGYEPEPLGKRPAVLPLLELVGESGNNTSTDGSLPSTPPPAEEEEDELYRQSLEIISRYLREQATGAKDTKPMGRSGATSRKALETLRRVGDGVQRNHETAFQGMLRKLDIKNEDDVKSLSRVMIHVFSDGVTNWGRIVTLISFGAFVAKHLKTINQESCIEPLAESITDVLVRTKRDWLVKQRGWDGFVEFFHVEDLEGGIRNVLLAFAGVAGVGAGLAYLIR
Bim-Bcl-B: inhibitors of Bim-Bcl-B binding, primary screen, biochemical, multiplexed, human Bcl-2 family; Bcl-2-like protein 10 (Homo sapiens), Q9HD36; bead-based flow cytometry, Bim peptide-Bcl-B binding; inhibition, % at 10 µM; 190,000 tested, 0.073% active; AID 951, 2007;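 further: 0% = tracer peptide without compound and 100% = reference inhibitor peptide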
Target sequence (Q9HD36 whole entry, looked up): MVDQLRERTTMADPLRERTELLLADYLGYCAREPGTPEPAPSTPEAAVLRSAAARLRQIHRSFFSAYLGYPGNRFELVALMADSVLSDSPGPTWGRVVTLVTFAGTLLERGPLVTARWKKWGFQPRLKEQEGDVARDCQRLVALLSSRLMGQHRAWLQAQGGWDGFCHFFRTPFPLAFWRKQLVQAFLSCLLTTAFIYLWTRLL
Bfl-1 Bim block: inhibitors of Bim binding to Bfl-1, primary screen, biochemical, multiplexed, bead-based flow cytometry | Bcl-2-related protein A1 (Homo sapiens), Q16548 | Bim-Bfl-1 binding inhibition | inhibition, % at 10 µM | 190,000 tested, 0.12% active | AID 1008, 2008;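 further: 0% = wells without compound plus tracer and 100% = blocker peptide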
RGS4-Gao reg: modulators of RGS4 binding to Galphao, primary screen, biochemical, multiplexed bead flow cytometry. Guanine nucleotide-binding protein G(o) subunit alpha (Homo sapiens), P09471. actives lie on both sides. binding response (% of control), % at 10 µM. 220,000 tested, 0.33% active. AID 1415, 2008; in the data active means binding response below about 49% or above about 150%; inactive means in between;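 further: fluorescent Galphao activated with aluminum fluoride binding bead-coupled RGS4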
RGS8-Gao reg: RGS8-Galphao binding modulators, primary screen, biochemical, multiplexed bead flow cytometry | Guanine nucleotide-binding protein G(o) subunit alpha (Homo sapiens), P09471 | actives lie on both sides | response (percent of control binding), % at 10 µM | 220,000 tested, 0.34% active; in the data active means response below about 60% or above about 140%; inactive means in between;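 further: Galphao activated as the GDP aluminium fluoride complex binding bead-coupled RGS8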
RGS7-Gao reg: RGS7-Galphao binding modulators, primary screen, biochemical, multiplexed bead flow cytometry | Guanine nucleotide-binding protein G(o) subunit alpha (Homo sapiens), P09471 | actives lie on both sides | binding response (% of control), % at 10 µM | 220,000 tested, 0.35% active | AID 1439, 2008; in the data active means binding response below about 49% or above about 150%; inconclusive means no clear call, values can overlap the other calls; inactive means in between;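 further: fluorescent Galphao held in activated GDP-AlF4 state binding bead-coupled RGS7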
Bim-Bcl-2: inhibitors of Bim-Bcl-2 binding, primary screen, biochemical, multiplexed, human Bcl-2 family; Bead-based flow cytometry, Bim peptide-Bcl-2 binding; inhibition, % at 10 µM; 190,000 tested, 0.06% active; AID 950, 2007; Apoptosis regulator Bcl-2 (Homo sapiens), P10415; in the data active means inhibition above about 40%; inconclusive means no clear call, values can overlap the other calls;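 further: 0% = no compound wells with probe peptide and 100% = reference peptide inhibitor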
Target sequence (P10415 whole entry, looked up): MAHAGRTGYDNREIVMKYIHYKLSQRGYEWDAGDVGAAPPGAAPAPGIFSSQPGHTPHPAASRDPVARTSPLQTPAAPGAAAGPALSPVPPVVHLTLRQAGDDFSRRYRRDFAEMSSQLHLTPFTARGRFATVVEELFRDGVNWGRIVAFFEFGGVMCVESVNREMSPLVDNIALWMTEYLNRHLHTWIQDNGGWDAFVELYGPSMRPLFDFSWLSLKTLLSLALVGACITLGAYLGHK
Bim-Bcl-W: inhibitors of Bim binding to Bcl-W, primary screen, biochemical, multiplexed, bead-based flow cytometry; Bcl-2-like protein 2 (Homo sapiens), Q92843; 190,000 tested, 0.02% active; inhibition, % at 10 µM; Bim peptide-Bcl-W binding; AID 952, 2007;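 further: 0% = bound tracer without compound and 100% = peptide blocker; higher means less fluorescent Bim peptide bound to Bcl-W beads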
Active calls of the source: *; ? = inconclusive. Unless noted, no stated cut-off is given here; in the data, active means inhibition above about 40%.

The line under a structure holds: ABCG2 block	Bim-Bcl-XL	ABCB1 inh	Bim-Mcl-1	Bim-Bcl-B	Bfl-1 Bim block	RGS4-Gao reg	RGS8-Gao reg	RGS7-Gao reg	Bim-Bcl-2	Bim-Bcl-W
- Cc1sc(NC(=O)c2ccco2)c(C(c2cccnc2)N2CCN(C)CC2)c1C (stereo not drawn)
    0	-3	0.1	-1	0	-1	107	112	108	-1	-3
- C=C1N(c2ccccc2)C(=O)OC1(C)C
    -6	-9	-0.5	-3	-7	-6	101	104	100	-7	-5
- COc1ccccc1CNC(=O)CCS(=O)(=O)c1ccc2c(c1)CCCN2C(C)=O
    2	1	0.3	1	0	0	93	103	90	-1	1
- CC(C)C[C@H](NC(=O)Nc1ccccc1F)C(=O)O
    -5	-8	-2.0	-5	-14	-20	101	101	102	-11	-5
- Cc1ccc(S(=O)(=O)c2c(N)n(NC(=O)c3ccccc3C)c3nc4ccccc4nc23)cc1
    -1	-12	-0.4	0	-13	-2	97	98	100	3	-6
- O=C(CSc1nc2ccccc2c(=O)n1-c1ccc(F)cc1)Nc1cc(S(=O)(=O)N2CCOCC2)ccc1Cl
    1	-4	0.5	-5	-2	-2	104	107	103	-2	-3
- COc1cc(N(C)C)c([N+](=O)[O-])cc1C(=O)N1CCOCC1
    0	-1	-0.1	-1	-5	-4	103	105	99	-3	0
- Cc1cc(C)n(C(=O)CNC(=O)CCc2ccccc2)n1
    1	-1	0.1	-4	-3	-1	102	101	105	-5	0
- CCOc1cc(C2C(C(C)=O)=C(O)C(=O)N2CCc2c[nH]c3ccccc23)ccc1O (stereo not drawn)
    0	1	0.1	1	3	0	101	100	103	2	1
- O=S(=O)(c1ccc(Cl)cc1)N1CCC2(CC1)CO2
    2	-3	0.8	-1	-1	-4	102	100	102	0	-2
- S=c1nc(-c2ccccc2)[nH]c2ccccc12
    -2	-7	-0.6	-6	-17	-9	96	97	?	-4	0
- Cc1cccc(N2CCN(C(=O)/C=C/c3ccco3)CC2)c1C
    1	0	0.5	0	-4	3	94	98	90	3	0
- CC(Oc1ccc(Cl)cc1)C(=O)Nc1nccs1 (stereo not drawn)
    1	-2	0.3	1	-1	-10	98	100	99	-6	0
- COc1ccc(-n2cnc3cc(NS(=O)(=O)c4ccccc4)ccc32)cc1
    12	-3	0.8	-3	-9	0	105	108	108	-3	-3
- COc1cc(NS(=O)(=O)c2ccc(N/C=C(\C#N)c3nc4cc(Cl)ccc4o3)cc2)nc(OC)n1
    4	-4	0.1	-1	-6	-16	98	101	99	-13	0
- Cc1c(C=O)c(C=O)c(C)n1Cc1ccccc1
    10	-4	0.1	-2	-8	-13	93	97	90	-5	-1
- O=S1(=O)CCN2C(Cc3ccc(SC(F)F)cc3)=CSC2=N1
    6	-4	0.6	0	-6	-15	110	106	109	-5	0
- CCOC(=O)CCS(=O)(=O)c1nc(-c2ccccc2)cc(C(F)(F)F)n1
    9	-6	0.2	-6	-16	-5	97	95	108	7	1
- COc1ccccc1N(CC(=O)NC(C)(C)C)C(=O)Cn1nnc(-c2ccc(C)o2)n1
    2	-10	1.0	1	-2	-12	95	99	96	-4	4
- CCOc1ccc(NC(=O)N2CC=C(n3c(=O)[nH]c4ccccc43)CC2)cc1
    6	3	0.8	0	1	0	98	102	100	1	0
- O=C(COC(=O)c1cccs1)NCc1ccc2c(c1)OCO2
    2	-5	0.7	-4	-5	-9	98	97	95	-9	4
- CCOC(=O)C(C)Sc1nc(=O)n2cccc(C)c2n1 (stereo not drawn)
    16	-3	2.2	0	-3	-4	101	101	?	-3	0
- Oc1c(C(Nc2nccs2)c2ccc(C(F)(F)F)cc2)ccc2cccnc12 (stereo not drawn)
    0	-1	2.1	0	-1	11	105	105	102	-1	-3
- O=C(CN1CCN(C(=O)c2cccc(F)c2)CC1)Nc1ccccc1F
    11	-11	1.4	-4	-13	-19	101	99	99	-11	-2
- CN(C)c1ccc(/C=N/NC(=O)CCC(=O)NCc2ccccc2)cc1
    12	0	1.5	-1	-3	2	100	101	103	2	0
- Cc1cc(C)c(NC(=O)COC(=O)Cc2ccsc2)c(C)c1
    2	-1	0.9	5	2	-2	101	101	100	0	6
- CCOC(=O)c1nc(-c2ccc3c(c2)OCO3)[nH]c1C
    11	7	0.8	5	3	-5	100	99	100	0	4
- CCN(CC)S(=O)(=O)c1cccc(-c2nnc(SCC(=O)NC)n2N)c1
    1	-4	1.2	-3	-3	-8	101	102	103	-6	-6
- CCCCCC(=O)Nc1ccc2oc(-c3ccncc3)nc2c1
    1	-1	0.0	-3	5	3	101	101	101	3	3
- Cc1onc(-c2ccccc2Cl)c1C(=O)OCC(=O)c1ccccc1
    5	-3	0.7	-1	-8	-10	103	100	101	-7	1

The line under a structure holds: ABCG2 block	Bim-Bcl-XL	ABCB1 inh	Bim-Mcl-1	Bim-Bcl-B	Bfl-1 Bim block	RGS4-Gao reg	RGS8-Gao reg	RGS7-Gao reg	Bim-Bcl-2	Bim-Bcl-W
- Cc1cccc(-c2nnc(SCc3ccc(C#N)cc3)n2Cc2ccco2)c1
    0	-3	0.6	-4	-6	-4	102	97	100	-2	-2
- Cc1ccc2[nH]c(C)c(CCNC(=O)NC3CCCCC3)c2c1
    2	-2	0.3	-2	-5	-6	100	101	96	-6	-3
- O=C(c1cc(-c2ccc(Cl)cc2)n(-c2ccc(Cl)c(Cl)c2)n1)N1CCOCC1
    6	-3	0.6	-2	-11	-8	102	102	101	-8	2
- CCn1cc(C(=O)NCCCOC)c(=O)c2cc(S(=O)(=O)N(C)C3CCCCC3)ccc21
    4	-6	1.0	-1	-9	-13	100	100	101	-8	-2
- CCCCNS(=O)(=O)c1cccc(S(=O)(=O)N2CCCC2)c1
    6	-9	1.1	-8	-10	-23	102	102	103	-17	-5
- O=C(/C=C1\NC2(CCCC2)Cc2ccccc21)N1CCOCC1
    2	-4	0.7	-3	0	-5	95	99	98	-1	-1
- Cc1ccc(N(C(=O)c2ccc(Br)o2)C2C=CS(=O)(=O)C2)cc1 (stereo not drawn)
    -4	-4	-2.1	0	-6	-10	102	105	102	-6	0
- O=C(c1cccc(C(=O)N2CCN(c3ncccn3)CC2)c1)N1CCN(c2ncccn2)CC1
    0	-4	0.2	-6	2	0	95	94	92	-3	-1
- CN(CCCCN1CCOCC1)Cc1nc(-c2ccc3c(c2)OCO3)no1
    4	-7	0.7	-5	-5	-5	109	110	117	-2	-6
- Cc1ccccc1-n1nc(C(=O)O)c(C)c(C#N)c1=O
    1	-2	0.4	-2	-6	-8	111	106	109	-7	-2
- CCOc1cc(/C=N/NC(=O)C(=O)NC)cc(Br)c1O
    1	-11	-0.1	-4	-11	-12	101	101	103	-9	-5
- COc1cc2cc(C(c3nnnn3C3CCCC3)N(C)C3CCCCC3)c(=O)[nH]c2cc1OC (stereo not drawn)
    2	-10	17	-9	-4	-12	99	87	103	-9	-7
- CCC1(C)Cc2c(sc3[nH]c(=O)[nH]c(=O)c23)CS1 (stereo not drawn)
    7	-1	0.0	0	0	-4	98	99	99	-1	0
- CCc1ccc2c(c1)C1(SC(NC(C)=O)=NN1C(C)=O)C(=O)N2C(C)C (stereo not drawn)
    0	3	0.1	1	-7	-12	98	104	101	-8	0
- CC(C)CC(=O)Nc1ccc(C(=O)CN2CCC(C)CC2)cc1
    0	-5	-0.3	-4	-5	-5	98	99	97	1	-1
- Cc1ccc(C(=O)NCCCNc2ccccc2[N+](=O)[O-])cc1
    14	-1	1.2	-1	0	0	100	99	96	0	1
- COc1ccc(CN(C(=O)c2nsc(Cl)c2Cl)C(C(=O)NC2CCCCC2)c2ccc(OC)cc2)cc1 (stereo not drawn)
    6	0	6.9	0	-2	-1	103	99	105	0	0
- COc1ccc(NC(=O)C(c2ccc(C)cc2)N(C)C(=O)c2cnccn2)cc1 (stereo not drawn)
    0	-6	0.2	-1	-7	-11	95	97	100	-6	-3
- O=C(Nc1cccc(Cl)c1)C1C2CCC3C(CCC21)C3(Cl)Cl (stereo not drawn)
    -5	4	-0.3	2	3	10	100	101	102	3	2
- Cc1noc(C)c1C(=O)OCC(=O)N(C)C1CCS(=O)(=O)C1 (stereo not drawn)
    -2	-2	0.7	-2	-7	-7	93	98	94	-2	-4
- O=C(NCC(=O)N(Cc1ccc(F)cc1)C(C(=O)NC1CCCC1)c1ccco1)c1ccco1 (stereo not drawn)
    1	-9	0.5	-2	-5	-13	100	100	99	-6	0
- CC(CCc1ccccc1)NC(=O)/C=C/c1ccc(Cl)cc1 (stereo not drawn)
    15	-2	0.9	-1	0	8	107	102	106	0	-2
- CC(=O)c1c(C)[nH]c(C(=O)COC(=O)CNS(=O)(=O)c2ccccc2)c1C
    5	-5	1.1	-4	-1	-4	97	97	97	-3	-3
- O=C(c1cccnc1)n1nc(NCc2ccccc2)nc1NCc1ccccc1
    22	-5	3.2	-1	-5	-4	105	101	102	-5	0
- CSc1nnc(C(C)c2ncc(C(F)(F)F)cc2Cl)n1C (stereo not drawn)
    -1	-2	0.0	0	-1	-4	91	94	91	0	-4
- O=C(CSc1nnc(-c2ccncc2)n1Cc1ccco1)N1c2ccccc2Sc2ccc(Cl)cc21
    -6	-6	4.9	-1	-10	0	102	101	105	0	-2
- Cc1cc(C)c(S(=O)(=O)Nc2ccc(C(N)=O)cc2)c(C)c1
    1	-4	0.7	-3	-3	-6	101	100	100	-6	-3
- CC(NCCO)C(=O)C12CC3CC(CC(C3)C1)C2 (stereo not drawn)
    1	0	0.2	3	-3	3	108	108	106	-4	6
- Cc1cc(C(=O)N/N=C/c2ccc(-c3cccc(Cl)c3Cl)o2)n[nH]1
    -2	2	-0.4	4	0	-7	103	103	101	-10	0
- C=CCNC(=S)NNC(=O)c1cccn(Cc2cccc(Cl)c2)c1=O
    3	-8	0.2	-4	-38	-9	99	104	105	-10	2
- Cc1cc(NC(=O)CN2CCN(S(=O)(=O)c3ccc(Cl)cc3)CC2)no1
    -1	-6	-0.1	-1	-4	-10	102	104	97	-7	0
- CCOC(=O)c1[nH]c(C)c(C(=O)Nc2ccccc2C)c1C
    10	-7	0.8	-3	-13	-6	100	101	104	-6	-7
